MrgX1 ag: agonists of human MrgX1 receptor; actives 0.44% (n = 310,000); MrgX1-HEK293 cells, Fluo-4 calcium fluorescence, agonist mode; stronger effect = higher value; Q96LB2; B-score at 10 µM;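 active = calcium response B-score plate-corrected fluorescence ratio at least 3 library SD, with starting fluorescence B-score inside 5 SD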
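Test system: HEK293 cells stably expressing human MrgX1 receptor; amount: 15,000 cells per well; doses: compound delivered in addition one of three; times: overnight plating before 1 h dye loading; detection: Fluo-4 NW calcium-flux fluorescence, kinetic read; read-out basis: B-scored fluorescence response ratio; controls: positive and negative controls per plate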
SKKanGAS inh: blocks kanamycin growth of S. pyogenes SKKanGAS strain. BacTiter-Glo, 6 h. inhibition, % at 7.5 µM. actives 1.3% (n = 300,000);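 active = mean replicate score, as percent of positive control median, at least 50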;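 note: strain carries kanamycin resistance gene driven by streptokinase promoter and grows in 40 µg/ml kanamycin; loss of luminescence reflects streptokinase promoter inhibition or plain growth inhibition; 0% = median of DMSO wells and 100% = positive control at its reference dose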
Platelet DG rel: modulates dense granule release in human platelets; human platelet-rich plasma, SFLLRN dense granule ATP release, luminescence; inhibition, %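 (compounds screened at 7.5 µM in platelet-rich plasma)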; actives 0.22% (n = 300,000); AID 1663;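 active = mean replicate score, as percent of positive control, at or above 50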
TRPC6 act: activators of mouse TRPC6 channel; HEK293-TRPC6 membrane potential dye fluorescence; stronger effect = higher value; B-score at 10 µM; Q61143; actives 0.13% (n = 310,000); AID 2550;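 active = B-score of the integrated fluorescence ratio above library mean plus 3 SD, and starting fluorescence ratio within library mean plus 5 SD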;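 note: higher score means more depolarization so channel activation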
Target sequence (Q61143 whole entry, looked up): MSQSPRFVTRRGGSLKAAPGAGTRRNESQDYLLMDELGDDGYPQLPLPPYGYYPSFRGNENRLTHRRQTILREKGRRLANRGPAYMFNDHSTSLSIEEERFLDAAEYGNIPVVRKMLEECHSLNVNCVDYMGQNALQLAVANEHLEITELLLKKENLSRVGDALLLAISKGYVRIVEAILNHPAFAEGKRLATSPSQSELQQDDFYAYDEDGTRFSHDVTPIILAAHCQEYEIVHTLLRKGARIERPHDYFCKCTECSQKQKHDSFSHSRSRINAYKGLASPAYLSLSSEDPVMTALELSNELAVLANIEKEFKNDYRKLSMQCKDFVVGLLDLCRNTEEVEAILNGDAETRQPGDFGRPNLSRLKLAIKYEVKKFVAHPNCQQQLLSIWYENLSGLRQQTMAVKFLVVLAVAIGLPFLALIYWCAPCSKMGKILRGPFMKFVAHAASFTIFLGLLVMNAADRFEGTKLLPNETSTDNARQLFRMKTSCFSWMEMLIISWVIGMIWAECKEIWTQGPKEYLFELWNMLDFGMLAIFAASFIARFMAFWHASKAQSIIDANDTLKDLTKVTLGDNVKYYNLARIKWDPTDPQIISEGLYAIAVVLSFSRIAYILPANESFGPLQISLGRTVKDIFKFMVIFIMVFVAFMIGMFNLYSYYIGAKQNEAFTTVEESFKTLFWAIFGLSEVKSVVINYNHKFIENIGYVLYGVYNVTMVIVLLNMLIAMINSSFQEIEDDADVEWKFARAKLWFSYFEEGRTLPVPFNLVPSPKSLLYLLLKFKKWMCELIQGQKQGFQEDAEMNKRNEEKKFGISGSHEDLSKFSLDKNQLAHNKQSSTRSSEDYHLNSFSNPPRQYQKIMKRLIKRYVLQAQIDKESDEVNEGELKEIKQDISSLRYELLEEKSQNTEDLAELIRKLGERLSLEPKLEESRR
TRPC4 inh: blocks the mouse TRPC4 cation channel | Q9QUQ5 | HEK293 TRPC4beta/mu-opioid, DAMGO-evoked Fluo4 calcium flux; stronger effect = lower value | B-score at 10 µM | actives 0.39% (n = 300,000) | AID 2247;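 active = B-score over 3 SD under the library average, no early fluorescence shift, positive overall ratio signal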
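Assay system – HEK293 line stably carrying TRPC4beta and mu-opioid receptor · Doses – single dose · Detection – Fluo4 calcium-dye fluorescence, kinetic read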
MrgX1 allo act: allosterically activates human MrgX1 receptor signaling | Q96LB2 | MrgX1-HEK293, Fluo-4 calcium flux, FDSS; stronger effect = higher value | B-score at 10 µM | actives 0.63% (n = 310,000) | AID 588675;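 active = plate-corrected calcium response at least 3 library SD above typical, normal starting fluorescence, not activating the receptor alone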;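 note: compound read alongside a low EC10 to EC30 dose of BAM8-22 agonist; peak minus trough fluorescence over baseline measured at the second addition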
HIF activator: HIF pathway transcriptional activation. AID 1910. activation, % at 7.5 µM (by protocol). actives 0.32% (n = 300,000). U2OS HRE-luciferase reporter, luminescence; normalized: DMSO 0%, desferrioxamine 100%;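 active = mean activation of at least 10% of the iron chelator positive control signal, with at least half of replicates also reaching 10%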
RGS4 inh: inhibitors of human RGS4 | B-score at 10 µM | AID 463165 | P49798 | actives 0.45% (n = 310,000) | HEK293 M3R/RGS4 inducible, Fluo-4 calcium flux; stronger effect = higher value; triggered by carbachol at its EC20;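 active = B-score, a plate-corrected calcium signal, over three deviations above library mean, with baseline fluorescence within five deviations of library mean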;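 note: RGS4 expression induced by doxycycline in cells with stable M3 receptor; B-score is computed from the integrated fluorescence ratio over baseline after carbachol; higher B-score means a larger calcium signal and so more RGS4 inhibition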
TRPC6 inh: blocks the mouse TRPC6 cation channel. B-score at 10 µM. Q61143. HEK293-TRPC6, membrane potential dye, ACh-evoked depolarization; stronger effect = lower value. AID 2553. actives 1.1% (n = 310,000);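 active = B-score under library mean minus 3 SD, initial fluorescence not abnormally high, positive integrated signal ratio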;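 note: B-score derived from integrated fluorescence ratio over the kinetic read; more negative B-score means stronger inhibition of depolarization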
RGS4 act: potentiators or activators of RGS4. HEK293 M3R/inducible RGS4, carbachol calcium flux Fluo4; stronger effect = lower value. B-score at 10 µM. actives 0.92% (n = 310,000). AID 463111;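 active = B-score of the integrated calcium signal more than 4 SD below the library mean, with starting fluorescence not abnormally high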;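 note: negative B-score means reduced calcium response which marks RGS4 activation or potentiation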
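Reagent: ECmax carbachol challenge; Test system: M3R-expressing HEK293 line, RGS4 induced by doxycycline; Schedule: overnight RGS4 induction, 30 min dye load 37 °C, 20 min compound RT; Detection: calcium dye Fluo4 fluorescence; Read-out: Agonist-evoked peak-minus-minimum fluorescence over baseline, integrated ratio, B score.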
MrgX1 antagonist: blocks BAM8-22 activation of human MrgX1 receptor | Q96LB2 | MRGX1-HEK293 calcium flux, Fluo-4, BAM8-22 antagonism; stronger effect = lower value | B-score at 10 µM | actives 1.3% (n = 310,000);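 active = calcium-response B-score plate-corrected more than 3 library SD below zero, starting fluorescence within 5 deviations, no agonist response on first addition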;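 note: peak minus trough fluorescence over baseline after final BAM8-22 challenge near maximal dose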
* marks the source's active call; other numbers are inactive results; i = inactive; x = not tested or not shown.

The line under a structure holds: MrgX1 ag, SKKanGAS inh, Platelet DG rel, TRPC6 act, TRPC4 inh, MrgX1 allo act, HIF activator, RGS4 inh, TRPC6 inh, RGS4 act, MrgX1 antagonist
Cc1ccc(C)c(S(=O)(=O)N2CCNCC2)c1
 : i, 9.5, 0.7, i, i, i, 0.3, i, i, i, i
CCCC1=Nc2cc(C(=O)N3CCC(C(=O)OCC)CC3)ccc2Sc2ccccc21
 : i, 3.1, 12.1, i, i, i, -0.1, i, i, i, i
COCC(=O)Nc1c(C(=O)Nc2cccc(OC)c2)oc2ccccc12
 : i, -0.1, 9.8, i, i, i, 4.0, i, i, i, i
C[C@@H]1CC[C@]2(O[C@@H](CCO)C[C@H](O)[C@H]2O)O1
 : i, -1.5, -0.2, i, i, i, 1.4, i, i, i, i
CC(=O)C(Sc1ncnc2c1nnn2-c1ccc(F)cc1)C(=O)N(C)C (centres undefined)
 : i, -2.1, 0.0, i, i, i, 0.1, i, i, i, i
CCOC(=O)c1sc(NC(=O)CSc2ccccn2)c(C#N)c1C
 : i, -3.5, 1.0, i, i, i, 0.5, i, i, i, i
CCN(CC)CCN(Cc1cc2ccc(C)cc2[nH]c1=O)C(=S)Nc1ccccc1C(=O)OC
 : i, 5.5, 3.0, i, -6*, i, 0.5, i, i, i, i
Cc1noc(C)c1CN1C(=O)NC(Cc2ccccc2)(Cc2ccccc2)C1=O
 : i, 1.7, 1.7, i, i, i, -0.4, i, i, i, i
CC(C)CCNC(=O)Cn1c(=O)oc2cc(S(=O)(=O)N3CC(C)CC(C)C3)ccc21 (centres undefined)
 : i, -0.4, 16.0, i, i, i, -0.2, i, i, i, i
COc1ccc(C2/C(=C(/O)c3ccccc3)C(=O)C(=O)N2C)c(OC)c1 (centres undefined)
 : i, 1.8, 4.7, i, i, i, 0.1, i, i, i, i
CC1=C(C)CC(C(=O)NNC(=O)c2csc3c2CCC(C(C)(C)C)C3)C(C(=O)O)C1 (centres undefined)
 : i, -2.0, 1.5, i, i, i, -0.6, i, i, i, i
O=C(COC(=O)c1ccccc1C(=O)N1CCN(c2ccccc2)CC1)Nc1ccccc1
 : i, 2.5, -24.5, i, i, i, 0.3, i, i, i, i
COc1cc(Cl)c(C)cc1NC(=O)COC(=O)c1cc(SC)ccc1Cl
 : i, -1.1, 0.7, i, i, i, 0.6, i, i, i, i
CN(CC(=O)Nc1ccc(N2CCOCC2)cc1)CC(=O)Nc1ccccc1[N+](=O)[O-]
 : i, 4.2, 2.4, i, i, i, 0.1, i, i, i, i
Cc1c(N=Cc2ccco2)c(=O)n(-c2ccccc2)n1C
 : i, -6.0, -0.8, i, i, i, -0.2, i, i, i, i
CN(C)C(CNS(=O)(=O)c1ccc2ccccc2c1)c1ccccc1 (centres undefined)
 : i, -0.9, 1.8, i, i, i, -1.0, i, i, i, i
COCCn1c(SCC(=O)Nc2cccc(C(=O)OC)c2)nc2ccccc2c1=O
 : i, -4.2, 0.0, i, i, i, -0.3, i, i, i, i
CC(=O)c1ccc(Nc2c(C)n(C)n(-c3ccccc3)c2=O)cc1
 : i, -0.2, 15.1, i, i, i, 0.1, i, i, i, i
COc1ccc(Cl)cc1NC(=O)CNc1ccccc1CN(C)C1CCCCC1
 : i, -4.5, -10.6, i, i, i, -1.8, i, i, i, i
O=C(Nc1ccc2c(c1)C(=O)N(C1CCCCC1)C2=O)C1CCCO1 (centres undefined)
 : i, -3.1, -0.2, i, i, i, -0.1, i, i, i, i

The results go on.
The line under a structure holds: MrgX1 ag, SKKanGAS inh, Platelet DG rel, TRPC6 act, TRPC4 inh, MrgX1 allo act, HIF activator, RGS4 inh, TRPC6 inh, RGS4 act, MrgX1 antagonist
CC1(C)Cc2c(sc3ncnc(NN)c23)CO1
 : i, -3.9, -6.2, i, i, i, -0.7, i, i, i, i
COc1ccc(C(=O)NCCS(=O)(=O)NCc2cccnc2)cc1
 : i, -11.5, 8.9, i, i, i, -0.5, i, i, i, i
Cc1cccc(CN2CCN(C(C)C(=O)NC(C)c3ccccc3)CC2)c1 (centres undefined)
 : i, 3.6, 22.7, i, i, i, -4.4, i, i, i, i
COCc1nnc(NC(=O)C2CC(=O)N(C3CCCC3)C2)s1 (centres undefined)
 : i, -1.6, -11.8, i, i, i, 0.5, i, i, i, i
Cc1cc(Br)cc(C)c1NC(=S)NC(=O)CC(C)C
 : i, 12.0, -7.3, i, i, i, 0.1, i, i, i, i
COc1ccc(C(c2nnnn2CCc2ccccc2)N2CCN(C)CC2)cc1OC (centres undefined)
 : x, 3.4, 3.5, i, i, x, -0.2, i, i, i, x
CC(C)(C)OC(=O)N[C@@H](Cc1ccccc1)C(=O)N[C@@H](CO)[C@H](O)[C@@H]1C[C@@H]1C(=O)NC1CC1
 : i, 0.6, -1.5, i, i, i, 0.4, i, i, i, i
CN(C)S(=O)(=O)c1cccc(C(=O)N(Cc2ccc(F)cc2)Cc2ccco2)c1
 : i, -3.6, 0.9, i, i, i, -0.3, i, i, i, i
O=C(/C=C/c1cn(-c2ccccc2)nc1-c1cccnc1)c1ccco1
 : i, -10.1, -10.0, i, i, i, 2.9, i, i, i, i
O=C(Nc1ccccc1F)c1ccc(CNS(=O)(=O)c2cccc(C(F)(F)F)c2)cc1
 : i, -4.3, -5.2, i, i, i, 0.0, i, i, i, i
COc1ccc(CN(C)C(C)C(=O)Nc2ccc([N+](=O)[O-])cc2Cl)cc1OC (centres undefined)
 : i, -0.1, 19.4, i, i, i, -0.2, i, i, i, i
O=C(Nc1c2c(nn1-c1ccc(F)cc1)CS(=O)C2)c1ccco1 (centres undefined)
 : i, -7.2, -2.7, i, i, i, 0.0, i, i, i, i
O=C1CCCN1CN(C(=O)c1ccccc1)c1ccc(F)cc1
 : i, -8.0, 1.1, i, i, i, 0.9, i, i, i, i
O=C(CN(CC1CCCO1)C(=O)CNS(=O)(=O)c1ccc(Cl)cc1)NCc1ccccc1 (centres undefined)
 : i, -3.1, 4.5, i, i, i, -0.1, i, i, i, i
O=C(NCCc1cn2ccccc2n1)c1ccccc1F
 : i, -0.6, -1.3, i, i, i, 0.2, i, i, i, i
C/C(Cn1nc([N+](=O)[O-])cc1C)=N\NC(=O)COc1c(Cl)cc(Cl)cc1Cl
 : i, -3.2, 3.0, i, i, i, 0.2, i, i, i, i
COCCNC(=O)Cn1ncc2ccsc2c1=O
 : i, -2.6, -2.1, i, i, i, -0.2, i, i, i, i
Cc1ccc(N/C=C/C(=O)c2ccccc2)cc1C
 : i, 4.2, 20.0, i, i, i, 2.8, i, i, i, i
COc1ccc(NS(=O)(=O)c2ccc(S(=O)(=O)N(C)C)cc2)cc1S(N)(=O)=O
 : i, 4.6, 2.9, i, i, i, 0.2, i, i, i, i
NC(=O)C1CCN(C2=C(Cl)C(=O)c3ccccc3C2=O)CC1
 : 29.9*, -8.2, 18.8, i, i, i, 0.5, i, i, i, i

(cont.)
The line under a structure holds: MrgX1 ag, SKKanGAS inh, Platelet DG rel, TRPC6 act, TRPC4 inh, MrgX1 allo act, HIF activator, RGS4 inh, TRPC6 inh, RGS4 act, MrgX1 antagonist
CSc1nc(O)c(Nc2cccc(Cl)c2)c(=O)[nH]1
 : i, 1.4, 0.9, i, i, i, -0.8, i, i, i, i
Cc1ccc(-n2c(=O)cc(N3CCN(Cc4ccccc4)CC3)[nH]c2=O)cc1
 : i, -1.3, 1.6, i, i, i, -0.4, i, i, i, i
CCCCN1C(=O)C2NN=C(C(=O)OC)C2C1=O (centres undefined)
 : i, 8.0, -0.1, i, i, i, -0.1, i, i, i, i
O=C(CCC(=O)Nc1ccc(F)cc1)N/N=C/c1ccccc1O
 : i, -7.8, -4.8, i, i, i, 3.9, i, i, i, i
CC1=NN(c2nc(-c3ccc(C#N)cc3)cs2)C(=O)C1
 : i, -14.3, 4.6, i, i, i, 0.3, i, i, i, i
CCOc1ccc(C2C(=O)N(C3CCCCC3)CC(=O)N2CC2CCCO2)cc1OC (centres undefined)
 : i, x, 14.7, i, i, i, -0.1, i, i, i, i
COc1ccc(CNC(=O)COC(=O)c2cc(-c3ccc(Cl)s3)nc3ccccc23)cc1
 : i, -1.0, 20.9, i, i, i, 0.0, i, i, i, i
O=C(COc1ccc(S(=O)(=O)N2CCCC2)cc1)Nc1ccc(F)cc1
 : i, -8.2, -2.2, i, i, i, 0.3, i, i, i, i
CCc1cc(C(=O)N(C)CC(=O)N(CC(C)C)c2c(N)n(CC(C)C)c(=O)[nH]c2=O)sc1C
 : i, -5.5, -2.7, i, i, i, -0.1, i, i, i, i
CCOC(=O)C1=C(C)NC(=O)NC1c1ccc(Cl)cc1Cl (centres undefined)
 : i, 2.9, 5.6, i, i, i, -0.1, i, i, i, i
Cc1ccc(SCC(=O)NC(C)(C)C)cc1
 : i, 0.0, 3.3, i, i, i, 3.7, i, i, i, i
CC(NC(=O)c1cccc(Cn2cc([N+](=O)[O-])cn2)c1)c1ccc(C(C)(C)C)cc1 (centres undefined)
 : i, 1.0, 8.5, i, i, i, -0.7, i, i, i, i
COc1cc(NC(=O)CC(C)n2ccnc2)cc(OC)c1 (centres undefined)
 : i, -0.4, -3.6, i, i, i, -0.2, i, i, i, i
COCCn1c(=S)[nH]c2cc(C(=O)N3CCc4ccccc4C3)ccc2c1=O
 : i, 8.3, -1.9, i, i, i, -0.6, i, i, i, i
C/C(=N\NC(=O)c1ccccn1)C12CC3CC(CC(C3)C1)C2
 : i, -8.3, -27.5, i, i, i, x, i, i, i, i
CCCc1nnc(-c2ccc(OC)cc2)o1
 : i, -5.0, 3.2, i, i, i, 0.4, i, i, i, -5.97*
Cc1ccc2c(c1)c(=O)c(Br)c(C)n2Cc1ccccc1
 : i, 1.8, -1.5, i, i, i, -0.3, i, i, i, i
Cc1ccccc1C(=O)Nc1ccccc1Sc1ccccc1
 : i, 25.4, -1.9, i, i, i, -0.7, i, i, i, i
Cc1cc(Nc2nc(Cl)c(Cl)cc2Cl)n(-c2ccccc2)n1
 : i, -5.4, 1.7, i, i, i, -0.2, i, i, i, i
C/C(=N\NC(=O)C1COc2ccccc2O1)c1ccc(Cl)s1 (centres undefined)
 : i, 1.8, -3.4, i, i, i, 0.3, i, i, i, i

Screening data as filed in PubChem BioAssay.
